# Screening results: PubChem, National Center for Advancing Translational Sciences (NCATS)
# HepG2 viability: qHTS for Inhibitors of TGF-b: Cytotox Counterscreen | Potency, µM (highest dose often 46.1 µM), for inactives: at the top dose activity change, negative = cytotoxicity, hits mostly cytotoxic | HepG2 CAGA-GFP viability, ATP luminescence, 18 h | hit rate 0.76% among 410,000; further: potency means the concentration at half of the fitted maximal effect; some results filed as inactive show a strong effect at the top dose
#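 CellTiter-Glo luminescence gave cytotoxicity after 18 hours at 37 degrees C. The cells were HepG2 CAGA-GFP in 1% FBS DMEM, stimulated with 500 pg/mL TGF-beta after compound addition. %Activity was normalised to no-cell wells (complete cell-killing) and DMSO (no toxicity), and curves were fitted and classified.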
# EPAC2 ag: qHTS for Agonist of cAMP-regulated guanine nucleotide exchange factor 4 (EPAC2): primary screen; hit rate 0.079% among 360,000; Potency, µM (doses to about 154 µM), for inactives: at the highest dose activation, most hits filed as activators; AID 720711, 2013; Rap guanine nucleotide exchange factor 4 (Homo sapiens), Q8WZA2; EPAC2 activation, biochemical qHTS; response scale: 100% = 6.5 mM cAMP response; further: potency means the concentration at half of the fitted maximal effect; nearly all actives have a fitted effect of over 50% in size
#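 Guanine nucleotide exchange by EPAC2 is measured as reduced fluorescence of BODIPY-GDP once it is released from 250 nM Rap1B. Plates are read kinetically for 30 min at room temperature; results are scaled to 6.5 mM cAMP.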
# ATXN2 expr inh: Primary qHTS for Inhibitors of ATXN expression; Potency, µM (series often up to 57 µM), without a hit: at the top dose activity change, negative = inhibition, hits mostly inhibitors; AID 1745845, 2022; hit rate 0.72% among 360,000; HEK-293 ATXN2-luciferase reporter, luminescence, 24 h; further: potency means the concentration at half of the fitted maximal effect; on the % scale 0 is the no-effect control and ±100 the full control effect; nearly all actives have a fitted effect of over 55% in size
#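 ATXN2-luciferase reporter cells (luciferase flanked by upstream and downstream ATXN2 gene portions) were treated 24 h at 37 °C with compounds at up to 57 uM. SteadyGlo luminescence gave expression; GF-AFC fluorescence gave viability.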
# Nrf2 inh: Nrf2 qHTS screen for inhibitors. Potency, µM (titrated, usually from 46 µM), without a hit: at the top dose activity change, negative = inhibition, usual class: inhibitors. A549 ARE-Fluc reporter, luciferase luminescence, 18-24 h. hit rate 2.1% among 360,000; further: potency means the concentration at half of the fitted maximal effect; on the % scale 0 is the no-effect control and ±100 the full control effect; nearly all actives have a fitted effect of over 60% in size
#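 Reporter: ARE-Fluc in A549. Exposure: 18-24 h, 37 °C, 5% CO2, 5% FBS OPTI-MEM. Readouts: fluorescent cytotoxicity (CellTiter-Fluor), then luminescent Nrf2 signal after BugLite.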
# IL-2 act: qHTS of IL-2 Activators | IL-2 activation reporter assay, cell-based qHTS; stimulated with anti-CD3/CD4/CD28 beads; in transgenic mouse T cells | activation, % (series mostly up to about 46 µM) | hit rate 0.065% among 360,000; in the data active means activation above about 50%; inconclusive means mostly about 30% to 49%; further: 0% is about no effect
#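 First, unstimulated transgenic mouse T cells were exposed to compound for 60 min. Next, anti-CD3/anti-CD4-coated beads with anti-CD28 were added. Finally, after 18 h at 37 degrees C, EGFP and DsRed were imaged.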
# A549 tox: Nrf2 qHTS screen for inhibitors: counterscreen for cytotoxicity. A549 ARE-Fluc cells, CellTiter-Fluor viability, 18-24 h. Potency, µM (doses to about 46 µM), for inactives: top-dose activity change, negative = cytotoxicity, usual class: inhibitors. hit rate 0.16% among 390,000; further: potency means the concentration at half of the fitted maximal effect; on the % scale 0 is the no-effect control and ±100 the full control effect
#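 A549 ARE-Fluc cells in 5% FBS OPTI-MEM, 5000 cells/well, rested 2 h then exposed to compounds in concentration-response for 18-24 h at 37 °C. Viability by CellTiter-Fluor fluorescence (Ex 405/Em 525) after 30 min; luciferase luminescence (BugLite, 15 min, RT) read afterwards.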
# TGFb inhibitor: qHTS for Inhibitors of TGF-b; HepG2 CAGA-GFP TGF-b/SMAD3 reporter, GFP fluorescence, 18 h; TGF-beta stimulated, 500 pg/mL final; Potency, µM (doses to about 46.1 µM), for inactives: at the highest dose activity, negative = inhibition, most hits filed as inhibitors; hit rate 1.2% among 410,000; further: potency means the concentration at half of the fitted maximal effect; on the % scale 0 is the no-effect control and ±100 the full control effect; nearly all actives have a fitted effect of over 65% in size
#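 Read-out: total well GFP (ex488/em500-530) summed from mean per-cell fluorescence. Cells: HEPG2 CAGA-GFP, 1% FBS DMEM, 18 h at 37 degrees C with 500 pg/mL final TGF-beta. Unstimulated wells served as the full-inhibition control; stimulated DMSO wells = 0%.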
# Nrf2 ARE act: qHTS of Nrf2 Activators | AREc32 ARE-luciferase reporter (MCF7-derived line), luminescence, 24 h | Potency, µM (top dose mostly 46.1 µM), inactives show top-dose activation, hits mostly activators | hit rate 0.31% among 410,000 | AID 624171, 2012; further: potency means the concentration at half of the fitted maximal effect; % of control where 0% means no effect; nearly all actives have a fitted effect of over 65% in size
#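 Cells of the AREc32 ARE-luciferase line are plated in OPTI-MEM containing 5% FBS and left overnight at 37 deg C. Compounds are pinned in, incubation continues 24 hr, and firefly luciferase signal is then measured.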
# S2 tox: Viability Counterscreen for Primary qHTS for Inhibitors of ATXN expression; S2 cells (HEK-293 line with an ATXN2-luciferase reporter) viability, CellTiter-Fluor protease fluorescence, 24 h; Potency, µM (highest dose often 56.7 µM), most hits filed as cytotoxic; hit rate 0.49% among 400,000; further: potency means the concentration at half of the fitted maximal effect; nearly all actives have a fitted effect of over 40% in size
# * = called active by the depositor; i = inactive; ? = inconclusive; . = no result given; & = joins results of further samples; [ ] = dose if it differs, or a comment. Unless noted, the call rests on the fitted dose curve; in most records, active means well fitted curve in the direction sought with a large enough effect; inconclusive means small, poorly fitted or top-dose-only effect, or another doubt; inactive means no such curve, though single readings can be large; an effect the other way counts as inactive or inconclusive.
SMILES,HepG2 viability,EPAC2 ag,ATXN2 expr inh,Nrf2 inh,IL-2 act,A549 tox,TGFb inhibitor,Nrf2 ARE act,S2 tox
Cc1ccc(NC(=O)c2cc(S(=O)(=O)Nc3ccc(C)cc3)cs2)cc1,-59%,25%,-13%,?,-4.8,-17%,?,4.5%,i
CCOC(=O)c1c(NC(=O)CSc2nnc(C)s2)sc2c1CCN(C)C2,1%,0%,-9%,.,5.3,-3%,23%,2.4%,i
O=C1/C(=C\c2c(NCCOCCO)nc3ccccn3c2=O)SC(=S)N1Cc1ccco1,-13%,2%,-7%,-15%,-36,-14%,0%,4.0%,i
CN(CC(=O)NCCCc1ccccc1)Cc1ccc(Br)cc1,-22%,9%,-18%,-7%,-1.7,4%,0%,1.0%,i
COc1ccc(CCNC(=O)c2cccnc2)cc1,-6%,-5%,3%,4%,-1.6,-1%,0%,-0.3%,i
CCc1ccc(N2CC(C(=O)OCc3csc(CC(=O)Nc4ccccc4C)n3)CC2=O)cc1 (stereo not given),-5%,-4%,5%,4%,-0.2,2%,-2%,-0.2%,i
CCCCC(=O)Nc1nn(CC(C)C)c2nc3ccccc3cc12,13%,-8%,?,-4%,-1.9,-12%,0%,0.1%,i
CCCS(=O)(=O)c1c(S(=O)(=O)CCC)c2c(N)cccn2c1C(=O)OC,2%,0%,-1%,-5%,-3.0,5%,2%,-0.4%[9.22 µM],i
O=C(Nc1sc2c(c1C(=O)N1CCOCC1)CCCCC2)c1cccnc1,0%,16%,-5%,-14%,0.8,1%,16%,2.1%,i
Cc1cccc(Nc2ccccc2C(=O)NCc2ccco2)c1C,-31%,12%,-32%,?,-0.3,-16%,?,-0.4%,i
CCN1CCc2nc(N)sc2C1,62%,5%,-14%,1%,0.1,1%,-5%,-0.1%,i
COc1ccc(NS(=O)(=O)c2cccc(C(=O)N3CCN(c4ccccc4O)CC3)c2)cc1,-8%,-2%,-4%,-29%,-6.8,-3%,2%,-0.8%,?
Oc1ccc(-c2n[nH]c(C(F)(F)F)c2-c2ccccc2)c(O)c1,-14%,5%,-16%,?,-0.6,-20%,?,1.8%,i
Cc1cccc(C)c1NC(=O)C1(N(C(=O)c2ccccn2)c2ccc(O)cc2)CCCCC1,2%,8%,-4%,1%,-0.4,-4%,7%,-0.1%,i
COc1cccc2cccc(/C=N/n3cnnc3)c12,8%,7%,.,-12%,0.4,-2%,11%,3.8%,i
O=C(CSc1ncn[nH]1)Nc1ncc(C(F)(F)F)cc1Cl,7%,-2%,-13%,-2%,-0.7,0%,1%,-0.6%,i
CCOc1ccc(CCNC(=O)c2cccc(S(=O)(=O)N3CCN(C(C)=O)CC3)c2)cc1OCC,19%,-3%,5%,0%,-3.8,-1%,-4%,-0.1%,i
COc1ccc(NC(=O)c2cc(-c3ccccc3)on2)cc1OC,-13%,2%,.,-2%,1.7,13%,-7%,0.1%,i
CCOC(=O)c1cnc(SCc2ccc(C(C)(C)C)cc2)nc1N,-22%,2%,-15%,?,3.1,?,16%,2.2%,?
C[C@@H]1CN([C@@H](C)CO)C(=O)CCCn2cc(nn2)CO[C@H]1CN(C)S(=O)(=O)c1ccc2ccccc2c1,2%,5%,-11%,.,-3.0,.,-9%,0.2%,i
CC(OC(=O)Nc1ccccc1)C(=O)OC1CCCCC1 (stereo not given),-8%,7%,45%[activator],3%,0.6,3%,0%,3.2%,i
COCCn1c(-c2ccccc2Cl)nc2c(c(=O)c3ccccc3n2C)c1=O,-4%,-8%,-10%,12%,-1.0,2%,-26%,-0.4%,i
COc1ccc2c(c1)CC/C(=C/c1ccco1)C2=O,-28%,14%,76%[activator],?,-5.7,2%,0%,?,i
COc1cc2c3nnc(-c4ccc(F)cc4)c-3cn(Cc3ccccc3F)c2cc1OC,8.9µM*,11%,20µM*,-4%,87*,-7%,84%[activator],?,i
CC(Oc1ccc(Br)cc1Br)C(=O)Nc1cccnc1 (stereo not given),-11%,5%,-13%,?,-2.4,3%,-17%,0.6%,i

# Overlap with the part before: 7 entries, followed by the next part.
SMILES,HepG2 viability,EPAC2 ag,ATXN2 expr inh,Nrf2 inh,IL-2 act,A549 tox,TGFb inhibitor,Nrf2 ARE act,S2 tox
CCOC(=O)c1cnc(SCc2ccc(C(C)(C)C)cc2)nc1N,-22%,2%,-15%,?,3.1,?,16%,2.2%,?
C[C@@H]1CN([C@@H](C)CO)C(=O)CCCn2cc(nn2)CO[C@H]1CN(C)S(=O)(=O)c1ccc2ccccc2c1,2%,5%,-11%,.,-3.0,.,-9%,0.2%,i
CC(OC(=O)Nc1ccccc1)C(=O)OC1CCCCC1 (stereo not given),-8%,7%,45%[activator],3%,0.6,3%,0%,3.2%,i
COCCn1c(-c2ccccc2Cl)nc2c(c(=O)c3ccccc3n2C)c1=O,-4%,-8%,-10%,12%,-1.0,2%,-26%,-0.4%,i
COc1ccc2c(c1)CC/C(=C/c1ccco1)C2=O,-28%,14%,76%[activator],?,-5.7,2%,0%,?,i
COc1cc2c3nnc(-c4ccc(F)cc4)c-3cn(Cc3ccccc3F)c2cc1OC,8.9µM*,11%,20µM*,-4%,87*,-7%,84%[activator],?,i
CC(Oc1ccc(Br)cc1Br)C(=O)Nc1cccnc1 (stereo not given),-11%,5%,-13%,?,-2.4,3%,-17%,0.6%,i
O=C(COC(=O)COc1ccc(Cl)cc1Br)NC1CC1,11%,-3%,1%,3%,-0.8,-2%,-1%,-0.1%,i
Cc1cccc(Oc2cc(N)cc([N+](=O)[O-])c2)c1,-7%,9%,11%,-9%,1.0,2%,0%,-0.2%,?
COc1ccccc1-c1cc(C(=O)N2CCCC2)no1,-12%,5%,24%,?,0.1,4%,12%,4.0%,i
CN1[C@@H]2CC[C@H]1CC(OC(=O)C(O)c1ccccc1)C2 (stereo not given in full),4%,0%,-5%&-5%,9%,0.8,-1%,13%,-1.2%,i
Cc1c(Cl)cccc1NC(=O)CC1NCCNC1=O (stereo not given),8%,3%,0%,15%,-0.6,0%,-3%,-0.7%,i
COC(=O)C1=C(C)Nc2ncnn2C1c1ccccn1 (stereo not given),7%,4%,-1%,-8%,-1.8,-2%,-3%,-0.4%,i
CCc1nc2ccc(C(=O)NCCOc3ccc(OC)cc3)cn2c1N(CC)CCN(C)C,-23%,5%,0%,.,0.9,.,9%,-0.2%,i
COc1cccc(OC)c1C(=O)NCCSC1CCCCC1,-2%,7%,-5%,4%,-0.4,9%,-9%,-0.2%,i
C/C(=N/NC(=O)c1ccc(Br)o1)c1cccc(NC(=O)c2ccc(F)cc2)c1,-10%,5%,-2%,-23%,-0.6,-10%,1%,5.0%,?
CCOC(=O)C1=CN(Cc2cccc(F)c2)S(=O)(=O)N(CC)C1c1ccccc1 (stereo not given),-19%,16%,-7%,-28%,-0.2,1%,?,4.3%,i
CC1CCN(CCOc2ccccc2-c2ccccc2)CC1,-12%,-3%,-15%,8%,-0.5,-1%,-25%,-0.4%,i
N#C/C(=C\c1c[nH]c2ccccc12)C(N)=O,-1%,2%,.,-3%,-1.0,-15%,5%,4.0%,?
Cc1cccnc1CN1CCN(C(=O)CCc2nnc(CCc3ccccc3)o2)CC1,-1%,7%,40%[activator],?,-3.1,7%,2%,-0.7%,i
CCS(=O)(=O)N1CCC(C(=O)Nc2cc([N+](=O)[O-])ccc2C)CC1,1%,4%,.,-1%,2.2,2%,-6%,2.0%,i
COc1ccc(C(=O)Nc2ccc(S(=O)(=O)Nc3nccc(C)n3)cc2)cc1,3%,-6%,.,-21%,0.4,2%,9%,-0.2%,i
COc1cc2c(cc1OC)-c1cc3ccc4c(c3c[n+]1CC2)OCO4,-9%,?,-14%,9%,4.5,-5%,13%,2.1%,i
CCc1nc(N2CCC3(CC2)OCCO3)c2nnn(Cc3ccccc3Cl)c2n1,-19%,7%,-4%,?,0.2,7%,-6%,0.5%,i
COc1ccc(C(=O)N2CCCC(C)(C(=O)NS(=O)(=O)C3CC3)C2)c(OC)c1 (stereo not given),3%,-1%,10%,.,3.0,.,9%,0.0%,i
COc1ccc(Cn2nnnc2CN2CCc3ccccc3C2)cc1,-20%,3%,4%,-4%,-1.4,-3%,-12%,0.2%,?
O=C(CCNC(=O)c1ccco1)Nc1cccc(Br)c1,-1%,-5%,2%,-9%,0.3,-5%,7%,0.1%,i
CN(C(=O)CN1C(=O)NC(C)(CCc2ccccc2)C1=O)c1ccccc1 (stereo not given),-18%,-4%,0%,-12%,-1.1,-1%,-3%,-0.3%,i
CC(C)(C)SCCNC(=O)c1ccc(Cl)c(S(=O)(=O)N2CCOCC2)c1,-18%,-2%,-13%,?,-2.4,-7%,-2%,-0.7%,?
O=[N+]([O-])c1ccc(O)c(/C=N/Nc2nn[nH]n2)c1,-5%,5%,-9%,-5%,0.5,-5%,4%,2.2%,?
COc1ccc(COc2cccc(C=O)c2)cc1,-24%,-1%,-7%,?,0.0,1%,12%,-1.1%,i
CC(Oc1ccccc1)C(=O)NC1CC(C)(C)NC(C)(C)C1 (stereo not given),-32%,5%,-8%,-1%,0.3,-1%,22%,1.6%,i
